Compound activity as filed in PubChem BioAssay.
UPR CHOP act – apoptotic UPR (CHOP) activation. CHO-CHOP luciferase reporter, luminescence; percent of tunicamycin response over DMSO baseline. activation, % at 10 µM. actives 0.34% (n = 330,000). AID 449763;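 active = at 10 µM dose, activation of 40% or more, normalized to positive control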;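 note: 100% = tunicamycin at 10 µg/mL and 0% = DMSO alone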
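Evaluation: % reporter activation, DMSO baseline versus tunicamycin full activation; System: CHO-CHOP luciferase reporter cell line; Input: 500 cells/well; Incubation: 6 h compound treatment, 37 °C; Measured by: Steady-Glo luciferase luminescence; Dosing: one dose, 10 µM in 0.5% DMSO; Buffer or medium: F12 medium, 10% FBS; Benchmarks: positive tunicamycin 10 µg/mL, negative DMSO alone.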
XBP1 UPR activ – adaptive UPR (XBP1) activation; CHO-XBP1 luciferase reporter, IRE1-XBP1 UPR activation, luminescence; percent of tunicamycin response, DMSO as zero; activation, % at 20 µM; actives 0.33% (n = 330,000);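 active = versus positive control, 20 µM dose yields 30% or more activation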;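 note: 100% = tunicamycin at 10 µg/mL and 0% = DMSO only wells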
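Material: CHO-XBP1 cells stably carrying IRE1-XBP1-driven luciferase reporter / Amount: 1000 cells per well / Compound: 20 µM, 1% DMSO / Times: 6 h treatment, 37 °C / Detection: luciferase luminescence / Measure: % activation of reporter signal versus tunicamycin and DMSO controls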
APJ agonist – activates the human apelin receptor APJ | CHO-K1 APJ PathHunter beta-arrestin, luminescence; 0% DMSO wells, 100% apelin | activation, % at 20 µM | actives 0.11% (n = 330,000);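 active = activation more than six SD over the plate average, tested at 20 µM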;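 note: 0% = DMSO alone and 100% = apelin-13 at 10 nM; some results filed as inactive read as strong as hits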
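assay system = CHO-K1 APJ beta-arrestin complementation cell line | input = cell density 1000 per well | dosing = compound 20 µM once, DMSO 1% | timing = compound 90 min 25 °C, reagent 1 h | measured by = luminescence from split beta-galactosidase complementation, Galacton Star/Emerald II substrate | read-out basis = APJ agonist activity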
697 NFkB inh – inhibitors of the PMA/ionomycin-induced NF-kB reporter in 697 B cells; inhibition, % at 4 µM; actives 0.33% (n = 330,000); 697 B-cell NF-kB luciferase reporter, 16 h; in the data active = inhibition above about 35%
tim23-1 inh – inhibits growth of tim23-1 mutant yeast; S. cerevisiae tim23-1 growth, BacTiter-Glo luminescence, 24 h; inhibition, % at 20 µM; actives 1.3% (n = 330,000); AID 463212;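 active = growth inhibition of the mutant yeast at or above 50%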;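 note: temperature-sensitive mutant grown at 25 °C; plate controls were DMSO-treated mutant yeast for no effect and medium wells lacking yeast for full effect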
Jurkat NFkB inh – lowers PMA/ionomycin-induced NF-kB signal in Jurkat cells; PMA/ionomycin-induced NF-kB luciferase reporter, luminescence; inhibition, % at 4 µM; actives 0.53% (n = 330,000); AID 435003; in the data active = inhibition above about 50%
Mdm2 MdmX PPI – inhibitors of human Mdm2/MdmX interaction; actives 3% (n = 330,000); SaOS-2 split-luciferase Mdm2/MdmX complementation, luminescence; AID 485346; inhibition, % at 8 µM;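 active = inhibition of at least 50% at 8 µM in the primary screen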
Target sequence (O15151 whole entry, looked up): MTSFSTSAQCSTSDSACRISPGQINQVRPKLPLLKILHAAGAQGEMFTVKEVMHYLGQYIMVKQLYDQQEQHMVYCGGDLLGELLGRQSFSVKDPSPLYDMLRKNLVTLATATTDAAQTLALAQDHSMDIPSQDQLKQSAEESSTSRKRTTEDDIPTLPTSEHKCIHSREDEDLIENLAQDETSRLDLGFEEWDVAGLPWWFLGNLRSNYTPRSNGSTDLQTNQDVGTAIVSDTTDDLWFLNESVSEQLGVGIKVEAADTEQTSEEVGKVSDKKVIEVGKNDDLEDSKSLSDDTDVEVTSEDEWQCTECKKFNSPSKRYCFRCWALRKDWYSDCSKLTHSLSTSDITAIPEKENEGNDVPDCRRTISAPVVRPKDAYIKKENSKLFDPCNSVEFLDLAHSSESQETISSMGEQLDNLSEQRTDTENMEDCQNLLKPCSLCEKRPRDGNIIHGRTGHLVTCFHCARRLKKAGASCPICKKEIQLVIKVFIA
Target sequence (Q00987 whole entry, looked up): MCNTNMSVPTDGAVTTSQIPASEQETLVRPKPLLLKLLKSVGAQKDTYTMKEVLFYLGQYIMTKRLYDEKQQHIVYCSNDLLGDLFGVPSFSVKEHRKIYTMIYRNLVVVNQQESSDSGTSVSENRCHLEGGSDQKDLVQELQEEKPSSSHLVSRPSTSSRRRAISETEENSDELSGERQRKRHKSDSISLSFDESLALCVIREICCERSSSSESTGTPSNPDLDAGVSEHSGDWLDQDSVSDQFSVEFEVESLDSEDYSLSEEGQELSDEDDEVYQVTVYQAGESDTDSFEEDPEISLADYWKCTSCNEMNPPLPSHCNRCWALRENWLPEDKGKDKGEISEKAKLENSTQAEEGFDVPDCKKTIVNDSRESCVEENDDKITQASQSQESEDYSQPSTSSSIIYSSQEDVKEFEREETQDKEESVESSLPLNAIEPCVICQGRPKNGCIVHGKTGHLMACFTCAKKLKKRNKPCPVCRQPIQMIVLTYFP
APJ antag – APJ receptor antagonism; P35414; AID 2521; inhibition, % at 20 µM; actives 0.32% (n = 330,000); CHO-K1 APJ beta-arrestin complementation, luminescence;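 active = inhibition above about 40% at 20 µM, limit read from the data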;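 note: cells challenged with 10 nM apelin-13 agonist together with compound; plate controls were apelin-13 plus DMSO wells for no effect and DMSO wells lacking apelin-13 for full effect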
Starred values were filed as active, the others as inactive.

SMILES | UPR CHOP act | XBP1 UPR activ | APJ agonist | 697 NFkB inh | tim23-1 inh | Jurkat NFkB inh | Mdm2 MdmX PPI | APJ antag
CCN1CCN(CCCNC(=O)CNC(=O)c2nn(-c3ccc(OC)cc3OC)c(=O)c3ccccc23)CC1 | 1.2 | -4 | -1 | -11 | 5 | 4 | 1 | 14
O=C(c1cccc(S(=O)(=O)N2CCc3ccccc32)c1)N1CCN(c2ccccc2)CC1 | 0.3 | -1 | -3 | -43 | 15 | -4 | 45 | -3
O=C1OC[C@@H]2CCCN2C(=O)[C@@H](CC(=O)N(CCO)Cc2ccccc2)C/C=C\CC[C@H]1Cc1ccc(F)cc1 | 0.6 | -1 | -4 | 14 | 16 | 1 | 26 | 20
Cc1ccc2c(c1)S/C(=C\c1cccc[n+]1C)N2CCO | -1.5 | -1 | -3 | -16 | 16 | 26 | 5 | -8
CC(C)C(OC(=O)c1cccc(S(=O)(=O)NCC(F)(F)F)c1)C(=O)NC(N)=O (centres undefined) | -0.4 | -2 | -3 | 11 | 15 | 0 | -6 | 4
COc1ccc(NC(=O)c2cc3c(=O)n(C)c4ccccc4c3n2C)cc1Cl | 2.3 | 32* | -2 | 27 | -10 | -1 | 62* | 7
O=C(NCc1ccccn1)c1ccc(NS(=O)(=O)c2ccccc2)cc1 | 0.9 | -7 | 0 | 5 | -1 | 3 | 13 | 14
COc1cc(-c2noc(C)c2C(=O)NCCCN2CCCC2=O)cc(OC)c1OC | 1.1 | 0 | -1 | 9 | 0 | -10 | -2 | 5
CN1CCc2c(sc(NC(=O)Cc3ccccc3)c2C(N)=O)C1 | 0.9 | -5 | -5 | 14 | -9 | -8 | 8 | -2
COc1ccc(C)cc1S(=O)(=O)N1CCC(C)CC1 | -1.9 | -1 | -4 | -8 | 23 | -14 | -7 | -22
Cc1nc(NC(=O)C2CC2)sc1C(=O)Nc1ccc(Br)cc1 | 3.6 | 2 | 1 | 10 | 15 | -19 | 42 | 10
CC(=O)C1=C(C)Nc2ncnn2C1c1ccc(O)cc1 (centres undefined) | -0.2 | 0 | -1 | 5 | 12 | -12 | -17 | 1
CC1=C(C)CC(C(=O)Nc2nccs2)C(C(=O)O)C1 (centres undefined) | 0.6 | -2 | 0 | 4 | 4 | 2 | 35 | 10
Cc1ccc(C2C3=C(CCCC3=O)Nc3nc(SCC(=O)NCc4ccco4)[nH]c(=O)c32)cc1 (centres undefined) | -0.2 | -3 | -1 | 13 | 16 | -1 | 10 | -12
CCOc1cc(/C=N\NC(=O)c2ccc(NC(=O)C(C)(C)C)cc2)ccc1OC(=O)c1ccc(OC)cc1 | 2.7 | 4 | 1 | 7 | -8 | -24 | 15 | -6
COc1cccc(C(=O)NCC(=O)OCC(=O)Nc2cc(OC)c([N+](=O)[O-])cc2C)c1 | -0.8 | 2 | 1 | 1 | 13 | 10 | -7 | -7
O=C(Nc1nnc(-c2ccccc2)o1)C1CCCN1S(=O)(=O)c1cccs1 (centres undefined) | 0.6 | -2 | -5 | 15 | -4 | 2 | 20 | 11
NS(=O)(=O)c1cccc(NC(=O)c2ccc3nc[nH]c3c2)c1 | 0.2 | -1 | -1 | 7 | 12 | 12 | -21 | -2
CC(=O)c1cc2c(cc1NC(=O)Nc1cccc(Cl)c1)OCCO2 | 0.6 | -3 | 2 | 10 | 30 | -18 | 15 | -30
COC(=O)c1[nH]c(C)c(/C(O)=C2\C(=O)C(=O)N(CCN3CCOCC3)C2c2cccs2)c1C (centres undefined) | 0.0 | 3 | 0 | 22 | 11 | -6 | 16 | 6

3 entries from above, tab-delimited:
molecule	UPR CHOP act	XBP1 UPR activ	APJ agonist	697 NFkB inh	tim23-1 inh	Jurkat NFkB inh	Mdm2 MdmX PPI	APJ antag
CCOc1cc(/C=N\NC(=O)c2ccc(NC(=O)C(C)(C)C)cc2)ccc1OC(=O)c1ccc(OC)cc1	2.7	4	1	7	-8	-24	15	-6
COc1cccc(C(=O)NCC(=O)OCC(=O)Nc2cc(OC)c([N+](=O)[O-])cc2C)c1	-0.8	2	1	1	13	10	-7	-7
O=C(Nc1nnc(-c2ccccc2)o1)C1CCCN1S(=O)(=O)c1cccs1 (centres undefined)	0.6	-2	-5	15	-4	2	20	11

The list continues:
SMILES | UPR CHOP act | XBP1 UPR activ | APJ agonist | 697 NFkB inh | tim23-1 inh | Jurkat NFkB inh | Mdm2 MdmX PPI | APJ antag
COCCNC(=O)c1onc(CSc2cccc(OC)c2)c1C(=O)O | 0.1 | -1 | 8 | 6 | -2 | 12 | 14 | 0
COc1ccc(CN(C)CC(=O)Nc2ccc(Cl)cc2C(F)(F)F)c(OC)c1 | -2.9 | -1 | -3 | -30 | 20 | -1 | -18 | 11
C=C(C)CNC(=S)N/N=C/c1ccc(NC(C)=O)cc1 | 1.2 | -2 | -1 | 6 | -6 | -15 | 4 | -4
C/C(=N\NC(N)=O)C1(C)CCCCC1 | 0.2 | 1 | -2 | -10 | 5 | 13 | 7 | 6
Cc1nc(C)c(-c2ccc(SCC(=O)Nc3ccc(F)cc3F)nn2)s1 | -0.5 | -3 | 6 | -6 | 19 | 11 | 0 | -24
CCN(CC)S(=O)(=O)c1cccc(C(=O)Nc2ccc3c(c2)OCO3)c1 | 7.8 | 6 | 4 | -24 | 24 | -71 | -14 | 6
COc1ccc(S(=O)(=O)NCCc2c[nH]c3ccc(C)cc23)cc1 | 1.7 | -5 | 2 | 1 | 10 | -9 | -8 | 12
CC(NC(=O)Cn1c(=O)[nH]c2ccsc2c1=O)C12CC3CC(CC(C3)C1)C2 (centres undefined) | -2.9 | -2 | 1 | -13 | -1 | -3 | 1 | 19
CCO[C@@H]1OC(C(=O)N2CCOCC2)=C[C@H](C2CCCCC2)[C@H]1CCCO | 1.9 | -4 | -2 | 12 | 5 | 6 | 6 | 14
CCN1CCN(C(=O)/C=C\C(=O)O)CC1 | 1.2 | 1 | -4 | 5 | 6 | -25 | -6 | 15
CCOc1ccc2ccccc2c1C(=O)NCC(c1ccc(N(C)C)cc1)N(C)C (centres undefined) | 1.8 | -3 | -4 | -15 | 7 | 10 | -8 | 16
CCN(CC)C(=O)C1CCCN(C(=O)Nc2ccc(NC(=O)N3CCCC(C(=O)N(CC)CC)C3)cc2)C1 (centres undefined) | 0.2 | -2 | -1 | 4 | -9 | -14 | -2 | -15
CC(=O)Nc1ccc(Nc2nc3c(S(=O)(=O)c4ccc(C)c(C)c4)nnn3c3ccccc23)cc1 | 0.6 | 4 | -4 | -12 | 5 | -14 | 23 | -4
Nc1nnnn1CC(=O)N/N=C/c1cc([N+](=O)[O-])ccc1Cl | -0.5 | -3 | 4 | 8 | 3 | 7 | -36 | -13
Cn1c(Cc2nc(-c3cnccn3)no2)nnc1SCC(=O)Nc1ccccc1 | 0.5 | 1 | -1 | -15 | 21 | 4 | -16 | -27
OCCN(Cc1ccccc1)Cc1ccc(Cl)cc1Cl | -0.6 | -4 | -6 | -5 | 5 | -1 | 16 | 0
O=C(Nc1ccccc1N1CCN(C(=O)c2ccc(Cl)cc2)CC1)c1cccnc1 | 0.0 | -1 | -2 | 10 | 16 | 5 | 14 | 6
S=C1NNC2(CC3CC2C2CCCC32)NN1 (centres undefined) | 2.9 | 1 | -2 | 0 | 17 | -16 | 15 | -9
Cc1ccc(NC(=O)Cc2nc(CCl)cs2)cc1 | 3.3 | 1 | -1 | 0 | 28 | 2 | 2 | -6
COC(=O)c1sccc1NC(=O)c1ccc(C)o1 | -1.0 | 3 | 0 | -7 | 11 | -14 | -11 | -1
CCCN1C(=O)/C(=C\C=C2/Sc3ccccc3N2CCO)SC1=S | 6.9 | 22 | -4 | 29 | 8 | -6 | 25 | 36
COc1ccc(N(CC(=O)N/N=C/c2ccco2)S(=O)(=O)c2ccccc2)cc1 | 1.3 | 0 | 0 | -10 | 30 | 4 | -2 | 12
O=c1[nH]ncc(N/N=C\c2ccncc2)c1Cl | 0.2 | -1 | -7 | 0 | 0 | -7 | -5 | 3
CN1CCC(C2(O)c3ccccc3CSc3sccc32)CC1 (centres undefined) | 0.6 | -2 | 0 | 12 | 7 | -1 | 36 | 14
c1ccc(-c2ccc(SCc3cccnc3)nn2)nc1 | 4.3 | -2 | -4 | -14 | -14 | -31 | -16 | 22
C=CCNC(=O)c1ccccc1NC(=O)Cc1ccccc1[N+](=O)[O-] | -0.7 | 0 | -3 | 14 | 1 | 13 | 9 | 13
Cc1cc(C(=O)OCC(=O)Nc2ccccc2[N+](=O)[O-])c2ccccc2n1 | 2.0 | 1 | 4 | -15 | 2 | 7 | 9 | -1
Oc1ccc(C2CNCc3sccc32)cc1O (centres undefined) | -0.9 | -5 | -2 | -9 | -2 | -5 | 18 | 25
CC(Cc1ccccc1)NC(=O)c1cc([N+](=O)[O-])ccc1Cl (centres undefined) | -0.7 | -3 | 2 | -12 | 14 | -19 | 14 | -5
COC(=O)CNC(=O)c1ccc(C)s1 | 1.4 | 0 | -2 | 19 | 2 | 4 | -2 | -14
COc1ccc(C(C(=O)NCC2CCCO2)N(C(=O)CNC(=O)c2cccs2)c2ccccc2C)cc1OC (centres undefined) | -1.9 | -2 | -2 | 7 | 3 | 9 | 19 | 30
Cc1cc(C)n(CC(=O)n2c3ccccc3c3ccccc32)n1 | -0.8 | -1 | -1 | 14 | 4 | -10 | 1 | 11
NC(=O)CC(NC(=O)c1ccccc1)c1ccc(NCCN2CCOCC2)c([N+](=O)[O-])c1 (centres undefined) | -0.3 | 1 | -2 | 19 | -3 | -1 | -13 | 18
CC(=O)Nc1ccc2c(c1)CCC2=O | -1.0 | -5 | 0 | 9 | 1 | -1 | 21 | -9
Cn1ccnc1C(OC(=O)c1ccccc1)C(F)(F)F (centres undefined) | -0.6 | 2 | -1 | 6 | 9 | 1 | 13 | -13
Cc1cc(NC(=O)CSc2nnc(-c3ccccc3)n2C)no1 | 1.8 | 1 | -4 | 18 | -3 | -2 | 11 | -4
CN(C)CCCN(C(=O)c1ccco1)c1nc2c(F)cccc2s1 | 1.3 | 2 | -1 | -6 | -11 | -8 | 3 | 4
CC(Nc1cccc2ccccc12)C(=O)N/N=C/c1ccc([N+](=O)[O-])cc1 (centres undefined) | 0.6 | -2 | 0 | 11 | 14 | 19 | 2 | -36
C/C=C(\C)CN1CCN(c2ccccc2)CC1 | -2.0 | 6 | -4 | 13 | -7 | -1 | 5 | 21
O=C(c1cc(=O)c2ccccc2o1)N1CCCc2ccccc21 | -0.3 | -1 | 0 | -6 | 20 | -14 | 10 | -5
COc1ccc(-c2nnn(CC(=O)N(Cc3cccs3)C(C)C(=O)NC3CCCC3)n2)cc1OC (centres undefined) | -2.4 | -2 | 1 | -7 | 6 | -13 | 23 | -8
CNC(=O)CN(c1cc(C)ccc1OC)S(=O)(=O)c1ccc(C)cc1 | 0.7 | 2 | 0 | -18 | 14 | 3 | -4 | -8
COc1cc(OC)cc(C(=O)Nc2ccc3nc4n(c(=O)c3c2)CCCCC4)c1 | 6.4 | 32* | 2 | -39 | 19 | -95 | -53 | 7

Compound profiles (already shown).
Cc1cc(NC(=O)CSc2nnc(-c3ccccc3)n2C)no1 is entered as UPR CHOP act = 1.8; XBP1 UPR activ = 1; APJ agonist = -4; 697 NFkB inh = 18; tim23-1 inh = -3; Jurkat NFkB inh = -2; Mdm2 MdmX PPI = 11; APJ antag = -4
CC(C)C(OC(=O)c1cccc(S(=O)(=O)NCC(F)(F)F)c1)C(=O)NC(N)=O (centres undefined) is entered as UPR CHOP act = -0.4; XBP1 UPR activ = -2; APJ agonist = -3; 697 NFkB inh = 11; tim23-1 inh = 15; Jurkat NFkB inh = 0; Mdm2 MdmX PPI = -6; APJ antag = 4

Hits appear at their usual frequency, and some 5% of all compounds hit somewhere here.
